# USP2a inh: qHTS Assay for Inhibitors of Ubiquitin-specific Protease USP2a Using CHOP2 as the Reporter. Ubiquitin carboxyl-terminal hydrolase 2 (Homo sapiens), O75604. USP2 core, Ub-CHOP2 coupled fluorogenic reporter, 485/531. Potency, µM (doses to about 38.3 µM), inactives show at the highest dose activity change, negative = inhibition, hits mostly inhibitors. 330,000 tested, 0.01% active. AID 463254, 2010;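 note: potency is the fitted concentration of half-maximal effect; plate controls were DMSO wells for no effect and full inhibition by NEM control for full effect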
#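 Cell-free coupled assay: 10nM USP2 core preincubated 30min RT with compound in Tris-HCl pH 8.0/CaCl2/CHAPS buffer, then 25nM Ub-CHOP2 and 25nM reporter substrate; fluorescence (Ex 485/Em 531) read after 60min RT, normalized to NEM inhibition, concentration-response curves fitted.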
# ELG1 repair inh: qHTS screen for small molecules that inhibit ELG1-dependent DNA repair in human embryonic kidney (HEK293T) cells expressing luciferase-tagged ELG1 | HEK293T ELG1-luciferase reporter, luminescence, 16 h; DNA damage induced by 5-fluorouridine | AID 504467, 2011 | 330,000 tested, 2.3% active | Potency, µM (doses to about 46.1 µM), without a hit: top-dose activity change, negative = inhibition, hits mostly inhibitors; note: potency is the fitted concentration of half-maximal effect; % is set by controls: 0 for no effect and ±100 for the full control effect; nearly all actives have a fitted effect of over 55% in size
#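 DMSO vehicle served as the neutral condition. Each well held 2,000 cells given 5-fluorouridine plus compound; after 16 hr at 37 °C/5% CO2, ONE-Glo was added and luciferase measured 30 min later.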
# TSHR antag: Antagonists of the Thyroid Stimulating Hormone Receptor: HTS campaign | activity change, negative = inhibition, % at 11.5 µM | TSHR-expressing cells, TSH-stimulated cAMP HTRF, 2 h; stronger effect = lower value | Thyrotropin receptor (Homo sapiens), P16473 | AID 504810, 2011 | 330,000 tested, 0.2% active;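 active = activity change below a set negative limit, meaning inhibition stronger than a set level, cut at about -70% in these data; inconclusive = activity change between two set negative limits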; note: % is set by controls: 0 for no effect and ±100 for the full control effect
#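 Inhibition of cAMP made by TSHR-expressing cells under TSH stimulation (4nM final, EC80; 2 h, 37 deg C) is quantified with a one-step lysis HTRF kit, anti-cAMP cryptate versus cAMP-d2.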
# TRPV1 agonist: HTS Assay for Compounds that Act as Agonists of the Vanilloid Receptor 1 | 320,000 tested, 0.19% active | Transient receptor potential cation channel subfamily V member 1 (Homo sapiens), Q8NER1 | activation, % at 8.33 µM | TRPV1-expressing cells, Fluo-8 calcium influx, agonist mode; in the data active = activation above about 80%; inconclusive = between about 30% and that limit; note: 0% is about no effect
# Target sequence (Q8NER1 whole entry, looked up): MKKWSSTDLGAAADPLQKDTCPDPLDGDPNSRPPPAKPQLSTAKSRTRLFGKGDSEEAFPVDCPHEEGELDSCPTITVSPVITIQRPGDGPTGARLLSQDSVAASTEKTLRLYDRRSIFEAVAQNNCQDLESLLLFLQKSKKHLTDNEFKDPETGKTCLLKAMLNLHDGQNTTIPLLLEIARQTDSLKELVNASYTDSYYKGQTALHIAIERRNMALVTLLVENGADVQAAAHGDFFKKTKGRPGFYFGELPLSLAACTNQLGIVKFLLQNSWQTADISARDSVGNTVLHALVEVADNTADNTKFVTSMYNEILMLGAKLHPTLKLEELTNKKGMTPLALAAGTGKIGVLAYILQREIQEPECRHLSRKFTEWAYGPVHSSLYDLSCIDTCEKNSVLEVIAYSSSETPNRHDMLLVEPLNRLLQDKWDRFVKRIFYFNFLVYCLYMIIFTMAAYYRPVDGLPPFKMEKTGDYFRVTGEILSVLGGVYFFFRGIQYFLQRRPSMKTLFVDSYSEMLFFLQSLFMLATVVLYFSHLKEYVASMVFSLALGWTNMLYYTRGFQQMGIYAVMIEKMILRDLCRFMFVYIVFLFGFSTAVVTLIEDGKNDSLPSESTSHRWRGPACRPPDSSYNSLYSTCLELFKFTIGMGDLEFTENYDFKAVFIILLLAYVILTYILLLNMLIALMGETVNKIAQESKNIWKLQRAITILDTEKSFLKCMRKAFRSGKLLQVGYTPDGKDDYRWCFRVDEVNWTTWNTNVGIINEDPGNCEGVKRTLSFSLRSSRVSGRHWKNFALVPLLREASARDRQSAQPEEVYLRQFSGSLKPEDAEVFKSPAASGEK
#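 Fluo-8 calcium influx in TRPV1-expressing cells, kinetic read (ex 480/em 520 nm). Compound added and read 3 min for agonist activity, followed by capsaicin at EC20 final and 2 min further read for enhancement.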
# TCR act: Activators of T cell receptors: qHTS campaign; primary human leukocytes, anti-CD3, IL-2 HTRF, 48 h; Potency, µM (highest dose often 9.22 µM), for inactives: at the top dose activation of IL-2 secretion, usual class: activators; 330,000 tested, under 10 active; note: % of control where 0% means no effect
#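 Compounds are tested in HTS on primary human leukocytes co-incubated with a-CD3 beads for 48 hr. IL-2 output is measured by time-resolved FRET.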
# Mito fusion yeast: qHTS Assay for Small Molecule Inhibitors of Mitochondrial Division or Activators of Mitochondrial Fusion; S. cerevisiae fusion-defective mutant growth rescue, CellTiterGlo 48 h; Potency, µM (highest dose often 46.1 µM), without a hit: at the top dose growth rescue (activation), most hits filed as activators; 320,000 tested, 0.23% active; AID 485298, 2010;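 note: potency is the fitted concentration of half-maximal effect; % of control where 0% means no effect; nearly all actives have a fitted effect of over 45% in size; temperature-sensitive fusion mutants such as fzo1-1 at 37 °C on non-fermentable ethanol glycerol medium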
#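 Yeast fusion mutant, YPEG (non-fermentable carbon), compound, 48 h at 37C non-permissive; CellTiterGlo added, 10 min RT, luminescence read. Rescued growth = division inhibition.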
# Eya2 phos inh: qHTS Assay for Inhibitors of the Phosphatase Activity of Eya2; Protein phosphatase EYA2 (Homo sapiens), O00167; 330,000 tested, 0.006% active; recombinant Eya2, OMFP fluorescence dephosphorylation (OMFP is methylfluorescein phosphate); AID 488837, 2010; Potency, µM (top dose mostly 76.9 µM), without a hit: at the top dose activity, negative = inhibition, hits mostly inhibitors; note: potency is the fitted concentration of half-maximal effect; % is set by controls: 0 for no effect and ±100 for the full control effect
#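 Eya2 protein (added as 0.2 uM solution) was preincubated with compound for 10 min at ambient temperature in 50 mM HEPES pH 7.5, 50 mM NaCl, 5 uM MgCl2, 0.05% BSA, 1 mM DTT. OMFP (added at 50 uM) then reacted 10 min; fluorescence read at 485/525 nm.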
# KCNH2 3.1 block: qHTS for Inhibitors of KCHN2 3.1: Mutant qHTS; AID 720553, 2013; U2OS KCNH2 3.1, thallium flux FluxOr; stronger effect = lower value; activity change, % (tested at about 1.8 µM); 340,000 tested, 0.95% active;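 active = maximum activity change below -70%; inconclusive = maximum activity change from -70% to -50%; inactive = maximum activity change above -50%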;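 note: thallium influx rate constant from kinetic fluorescence after stimulation buffer; % is set by controls: 0 for no effect and ±100 for the full control effect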
#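 Thallium flux read-out: FluxOr dye with Red40 quencher in HBSS/HEPES, 45 min at RT. Rate constants from kinetic reads were normalized to positive and negative DMSO controls. Cells: U2OS virally expressing the 3.1 isoform.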
# KCNH2 WT inh: qHTS for Inhibitors of KCHN2 3.1: Wildtype qHTS | U2OS, BacMam KCNH2, thallium flux FluxOr; stronger effect = lower value | activity change, % at 1.84 µM | 340,000 tested, 0.37% active | AID 720551, 2013;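 active = maximum activity change below -70%; inconclusive = maximum activity change between -70% and -50%; inactive = maximum activity change above -50%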; note: % is set by controls: 0 for no effect and ±100 for the full control effect
#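 U2OS cells were transduced with wild-type KCNH2 virus (2.03 x 10^8 / mL) for 4 h at room temperature, then cultured overnight at 37 C. Thallium flux was read with FluxOr dye. Rate constants were normalized to DMSO controls.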
# A-T KAP1 phos: qHTS Assay for Identifying a Potential Treatment of Ataxia-Telangiectasia; […] A-T fibroblasts, KAP-1 phosphorylation AlphaLISA; neocarzinostatin DNA damage 30 min before lysis; Potency, µM (highest dose often 57.5 µM), for the others: top-dose activation, actives largely listed as activators; 320,000 tested, 0.19% active; note: potency is the fitted concentration of half-maximal effect; % of control where 0% means no effect; nearly all actives have a fitted effect of over 45% in size
#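 ATM-like activity read as KAP-1 phosphorylation via AlphaLISA donor/acceptor antibody pairs after lysis and 6 hr at 25C. Cells were ATM-null patient fibroblasts ([…], hTERT), dosed 60 min, then exposed to the DSB inducer NCS for 30 min.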
# * marks the source's active call; other numbers are inactive results; ? = inconclusive; / = not tested or not shown; [ ] = dose if it differs, or a comment. Unless noted, calls come from the whole dose curve; as a rule, active = well fitted curve in the direction sought with a large enough effect; inconclusive = small, poorly fitted or top-dose-only effect, or another doubt; inactive = no such curve, though single readings can be large; an effect the other way counts as inactive or inconclusive.
cpd	structure	USP2a inh	ELG1 repair inh	TSHR antag	TRPV1 agonist	TCR act	Mito fusion yeast	Eya2 phos inh	KCNH2 3.1 block	KCNH2 WT inh	A-T KAP1 phos
1	COc1ccccc1CN1CCN(C(=O)COc2ccccc2)CC1	0%	2%	-2	1	-2%	-4%	1%	4	16	8%
2	COc1ccccc1CC(=O)N1CCN(CCc2ccccc2)CC1	-1%	-6%	6	1	0%	-2%	-9%	9	7	17%
3	Nc1ccc(C(=O)N/N=C2/CN3CCC2CC3)cc1	6%	16%	5	8	-3%	1%	5%	-6	-13	/
4	COc1cc2occc2c2oc(=O)ccc12	2%	-3%	4	0	-4%	5%	9%	7	-1	-12%
5	OCC12CO[C@@H]3c4ccccc4[C@H](OC1)N32 (some centres undefined)	7%	9%	-3	-5	-4%	-3%	28%	/	-3	/
6	O=c1cccc2n1CC1CC2CN(Cc2cccc(Cl)c2Cl)C1 (centres undefined)	1%	-25%	14	-3	2%	5%	14%	7	-9	3%
7	COC(=O)C1=CO[C@@H](C)[C@@H]2CN3CC[C@@]4(C(=O)Nc5ccccc54)[C@@H]3C[C@H]12	1%	1%	22	5	-20%	-1%	0%	6	-2	-24%
8	COc1ccc(C(=O)C2CCCN(Cc3ccon3)C2)c(OC)c1 (centres undefined)	-1%	2%	12	-4	3%	-5%	2%	/	1	-3%
9	CC(=O)Nc1ccc(S(=O)(=O)NC(CC(=O)N2CCC3(CC2)OCCO3)C(C)C)cc1 (centres undefined)	-1%	0%	-2	-4	1%	-1%	10%	-41	-1	7%
10	O=C(O)C(Br)CBr (centres undefined)	3%	12%	16	-3	0%	-2%	13%	4	-13	-21%
11	CCCCCCn1c(=O)c(C(=O)Nc2ncccc2C)c(O)c2ccccc21	5%	0%	6	-1	/	-6%	4%	-5	0	-1%
12	COc1cccc(CNCCc2ccc3c(c2)OCO3)c1OC	2%	?	-2	1	3%	-2%	8%	-29	2	13%
13	COc1ccccc1OCC#CCN1CCCC(C)C1 (centres undefined)	-1%	-3%	16	2	-4%	6%	-9%	6	-8	7%
14	COc1cccc(-c2nc3ccc(N4CCN(C)CC4)cc3[nH]2)c1	1%	?	-9	0	1%	4%	-15%	21	-2	3%
15	CCn1c(=O)cc(OCC(=O)N2CCC3(CC2)OCCO3)c2ccccc21	-1%	?	11	0	-2%	-1%	-1%	8	15	2%
16	Cc1ccccc1OCCCn1cc(C(=O)C(=O)N2CCOCC2)c2ccccc21	-9%	0%	-3	?	-15%	4%	-11%	-8	-3	8%
17	O=C(c1ccccc1F)N1C[C@H]2C[C@@H](C1)c1cccc(=O)n1C2	1%	-3%	17	1	4%	4%	5%	1	-4	-10%
18	CC(C)CC(=O)Nc1ccc(S(=O)(=O)N2CC3CC(C2)c2cccc(=O)n2C3)cc1 (centres undefined)	1%	8%	-8	-5	6%	2%	1%	20	2	-4%
19	C[C@]12CCC3C(CC[C@H]4C[C@@H](O)CC[C@]34C)C1C/C(=N/O)[C@@H]2O (some centres undefined)	2%	-10%	2	/	11%	/	-3%	22	-3	11%
20	Cc1ccccc1N1CCN(C2CCCN(C(=O)Cc3c(C)noc3C)C2)CC1 (centres undefined)	2%	18%	-6	0	-1%	0%	1%	-27	-12	14%

# 7 structures already listed, ordered by molecular weight, lowest first:
cpd	structure	USP2a inh	ELG1 repair inh	TSHR antag	TRPV1 agonist	TCR act	Mito fusion yeast	Eya2 phos inh	KCNH2 3.1 block	KCNH2 WT inh	A-T KAP1 phos
13	COc1ccccc1OCC#CCN1CCCC(C)C1 (centres undefined)	-1%	-3%	16	2	-4%	6%	-9%	6	-8	7%
12	COc1cccc(CNCCc2ccc3c(c2)OCO3)c1OC	2%	?	-2	1	3%	-2%	8%	-29	2	13%
19	C[C@]12CCC3C(CC[C@H]4C[C@@H](O)CC[C@]34C)C1C/C(=N/O)[C@@H]2O (some centres undefined)	2%	-10%	2	/	11%	/	-3%	22	-3	11%
14	COc1cccc(-c2nc3ccc(N4CCN(C)CC4)cc3[nH]2)c1	1%	?	-9	0	1%	4%	-15%	21	-2	3%
15	CCn1c(=O)cc(OCC(=O)N2CCC3(CC2)OCCO3)c2ccccc21	-1%	?	11	0	-2%	-1%	-1%	8	15	2%
20	Cc1ccccc1N1CCN(C2CCCN(C(=O)Cc3c(C)noc3C)C2)CC1 (centres undefined)	2%	18%	-6	0	-1%	0%	1%	-27	-12	14%
18	CC(C)CC(=O)Nc1ccc(S(=O)(=O)N2CC3CC(C2)c2cccc(=O)n2C3)cc1 (centres undefined)	1%	8%	-8	-5	6%	2%	1%	20	2	-4%

# Later entries
cpd	structure	USP2a inh	ELG1 repair inh	TSHR antag	TRPV1 agonist	TCR act	Mito fusion yeast	Eya2 phos inh	KCNH2 3.1 block	KCNH2 WT inh	A-T KAP1 phos
21	CCN(CC)CCO	-2%	16%	-12	2	-1%	-1%	7%	5	-3	-11%
22	O=C(Cn1ccc2ccccc2c1=O)NCC(=O)N1CCC2(CC1)OCCO2	3%	-3%	0	-1	8%	-2%	-4%	-8	-10	1%
23	CCC(=NCc1ccc2c(c1)OCO2)c1c(O)n(C2CCCCC2)c(=O)[nH]c1=O	-6%	21µM*	-10	13	-2%	?	-12%	1	1	/
24	CCOC(=O)C1C2c3ccccc3O[C@@]1(C)N=C1SCC(=O)N12 (some centres undefined)	7%	18%	25	2	3%	5%	-20%	16	-8	5%
25	CCn1c(C)c(C(=O)Nc2ccc(OC)cc2)c2cc(OC)ccc21	9%	0%	3	?	-1%	-8%	8%	-23	-10	-8%
26	CC1(C)CN2C(c3ccc(Cl)cc3)N2C1 (centres undefined)	0%	15%	0	-1	-1%	-2%	-4%	3	32	/
27	O=C(Cc1ccc(N(CCCl)CCCl)cc1)NC(Cc1ccc(Cl)cc1)C(=O)O (centres undefined)	1%	-4%	20	0	-1%	3%	-14%	7	4	-3%
28	CCOC(=O)C(O)(c1ccc(NC(=O)Oc2ccccc2)cc1)C(F)(F)F (centres undefined)	-1%	13%	-2	-2	-3%[46.1 µM]	-1%	6%	-8	6	-7%
29	Fc1ccc(CCNCc2ccc(Br)cc2)cc1	3%	1%	0	0	-2%[46.1 µM]	-3%	0%	/	58	2%
30	Cc1ccc(O)c(C(=O)c2cc(C(=O)NCCC(C)C)c(=O)n(CCC(C)C)c2)c1	8%	?	-13	?	1%	6%	10%	-5	1	0%
31	COc1ccc(S(=O)(=O)Nc2cc([N+](=O)[O-])ccc2OC)cc1	0%	?	4	-2	-2%[46.1 µM]	2%	5%	6	-2	5%
32	Cc1ccc(C(=O)n2cc(CCN3CCS(=O)(=O)CC3)c3ccccc32)cc1	2%	?	-14	0	-11%	7%	5%	-10	0	-1%
33	COc1ccc(-n2c(O)c(/C(C)=N/N3CCCCCC3)c(=O)[nH]c2=O)cc1	-2%	1%	2	-4	8%	1%	10%	6	1	0%
34	CCCCCCn1c(=O)c(C(=O)Nc2c(C)n(C)n(-c3ccccc3)c2=O)c(O)c2ccccc21	3%	-14%	-6	0	11%	-2%	-4%	20	1	1%
35	CCN(CC)C(=O)Oc1ccc(NC(=O)N2CCOCC2)cc1	0%	-12%	3	7	-1%	1%	5%	-21	-1	-9%
36	O=C(CNC(=O)c1ccc(Br)cc1)Nc1ccc(Br)cc1C(=O)c1ccccc1	2%	-15%	-15	-1	-3%[46.1 µM]	18µM*	-1%	-7	-7	-3%
37	Cc1cc(C)cc(NC(=O)Cn2c(=O)oc3cc(S(=O)(=O)N4CC(C)CC(C)C4)ccc32)c1 (centres undefined)	-11%	?	-20	13	3%	3%	-11%	-1	-19	?

# Compound activity from PubChem.

# Not all compounds are listed, so the mix of outcomes need not match the whole.
